NTR1 ag: NTR1-driven beta-arrestin-GFP spot formation – imaging, U2OS cells, high content, primary screen (AID 493036); agonist mode; activation, % at 20 µM; actives 0.17% (n = 330,000);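 active = activation at or above 40% of the spot to cytoplasm intensity ratio, with at least 20 cells analyzed; inconclusive = wells under 20 cells, flagged as cytotoxic or low count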;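 note: 0% = DMSO without peptide and 100% = 100 nM NTR1 peptide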
Target sequence (P30989 whole entry, looked up): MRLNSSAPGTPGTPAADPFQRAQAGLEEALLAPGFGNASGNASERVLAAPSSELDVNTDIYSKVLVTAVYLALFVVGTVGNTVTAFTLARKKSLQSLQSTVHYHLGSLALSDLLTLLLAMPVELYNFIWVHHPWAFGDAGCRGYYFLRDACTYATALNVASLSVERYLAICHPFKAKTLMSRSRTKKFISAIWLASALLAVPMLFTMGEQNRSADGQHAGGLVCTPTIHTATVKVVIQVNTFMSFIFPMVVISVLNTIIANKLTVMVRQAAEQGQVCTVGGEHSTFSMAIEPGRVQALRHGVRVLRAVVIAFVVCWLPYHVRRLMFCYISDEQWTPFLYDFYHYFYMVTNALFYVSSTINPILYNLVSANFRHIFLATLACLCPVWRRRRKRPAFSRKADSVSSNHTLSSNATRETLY
Dengue-2 NS5 capping: flavivirus cap methylation enzyme inhibition – biochemical, confirmation dose response, primary screen (AID 588689). Dengue-2 NS5 methyltransferase capping enzyme assay, biochemical; higher % means a stronger effect. inhibition, % at 25 µM; hits with a dose series show IC50 in µM. actives 0.3% (n = 340,000); in the data active = a potency from the dose series; inconclusive = inhibition above about 29% without an active follow-up result
GPR55 LPI antagonism: inhibition of LPI-stimulated GPR55 beta-arrestin translocation – imaging, U2OS, beta-arrestin-GFP, LPI agonist, primary screen (AID 2013); actives 0.13% (n = 290,000); U2OS GPR55 beta-arrestin-GFP translocation imaging, LPI antagonism; higher % means a stronger effect; one-dose inhibition, % at 10 µM; IC50 in µM for titrated hits;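 active = spots per cell inhibited over 60%, with over 100 cells counted and total cytoplasm intensity under 500,000; inconclusive = wells with under 100 cells, flagged as likely toxic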;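 note: U2OS cells stably carrying GPR55 and arrestin-GFP stimulated by 5 µM LPI near EC80; imaged beta-arrestin-GFP aggregate spots per cell after agonist stimulation; plate controls were LPI-stimulated DMSO wells for no effect and DMSO wells without LPI for full effect; some results filed as inactive read as strong as hits; confirmed hits need IC50 under 10 µM and bright autofluorescent wells are also inconclusive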
GPR55 activation: selective activators of receptor GPR55 – imaging, U2OS cells, beta-arrestin-GFP redistribution, primary screen (AID 1961). actives 0.048% (n = 290,000). one-dose activation, % at 10 µM; EC50 in µM for titrated hits. U2OS GPR55 beta-arrestin-GFP redistribution imaging; higher % means a stronger effect;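 active = activation above 40% with more than 50 cells counted in the well; inconclusive = wells holding fewer than 50 cells, flagged as toxic or sparse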;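 note: U2OS osteosarcoma cells stably expressing GPR55 and beta-arrestin-GFP; plate controls were DMSO negative control for no effect and LPI positive control for full effect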
GPR35 arrestin U2OS: inhibition of zaprinast-stimulated GPR35 beta-arrestin translocation – imaging, U2OS, beta-arrestin-GFP, zaprinast agonist, primary screen (AID 2058). U2OS GPR35 beta-arrestin-GFP translocation imaging, zaprinast antagonism; higher % means a stronger effect. actives 0.052% (n = 290,000). one-dose inhibition, % at 10 µM; IC50 in µM for titrated hits;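 active = inhibition of at least 50% with at least 30 cells and total cytoplasm GFP at most 10,000,000; inconclusive = under 30 cells or total GFP of 10,000,000 plus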
UTI89 phage lysis: protection from phage-mediated lysis, alamar blue read-out – E. coli UTI89, K1F phage, bacterial capsule biogenesis inhibitors (AID 488966) | inhibition, % at 100 µM, or IC50 in µM where a hit was titrated | E. coli UTI89 K1F phage lysis, alamar blue, 2 h; higher % means a stronger effect | actives 0.02% (n = 340,000);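 active = phage lysis inhibition, versus mean bacterial control, above a set limit; inconclusive = no clear call, values can overlap the other calls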;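 note: capsule biogenesis inhibitors block K1F phage lysis so surviving cells raise fluorescence; higher fluorescence means more inhibition of phage lysis; actives were called in the ten point dose series up to 300 µM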
SIAH1 antagonists: blockers of Siah-1 interaction with plectin peptide – biochemical, fluorescence polarization, rhodamine-plectin, uHTS, primary screen (AID 1817); Siah-1 / rhodamine-plectin peptide fluorescence polarization; higher % means a stronger effect; displacement, % at 20 µM, or IC50 in µM where a hit was titrated; actives 0.02% (n = 290,000);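 active = displacement of at least 50% at 20 µM, with a fluorescence ratio check between 0.3 and a set limit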;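 note: plate controls were Siah plus tracer with DMSO for no effect and tracer alone without Siah for full effect; strong numbers were not always called active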
AID2073: disruptors of CaV2.2 binding to Mint1 – biochemical, HTRF (AID 2073). inhibition, % at 20 µM, or IC50 in µM where a hit was titrated. actives 0.19% (n = 290,000). HTRF protein-protein interaction, Mint1-CaV2.2; higher % means a stronger effect; in the data active = inhibition mostly above about 51%, no sharp cut-off; inconclusive = no clear call, values can overlap the other calls; inactive = mostly below about 53%; note: some results filed as inactive read as strong as hits
HIV peptide binding: inhibitors of HIV fusion peptide binding, primary screen, biochemical, uHTS, fluorescence dequenching (AID 1986); cell-free peptide binding, fluorescence dequenching, 30 min; higher % means a stronger effect; one-dose inhibition, % at 20 µM; IC50 in µM for titrated hits; actives 0.3% (n = 290,000); in the data active = inhibition mostly above about 52%, no sharp cut-off; inactive = mostly below about 76%; note: some results filed as inactive read as strong as hits
NTR1 ag cell count 20 µM: also measured in NTR1 ag; calls as there; cell count; measured here: cell count, cytotoxicity flag
Dengue-2 NS5 capping pilot replicate: also measured in Dengue-2 NS5 capping; calls as there; inhibition, %; measured here: pilot screen replicate inhibition
Numbers without * were called inactive; ? = inconclusive; / = no result given; [ ] = remark or other dose.

SMILES	NTR1 ag	NTR1 ag cell count 20 µM	Dengue-2 NS5 capping	GPR55 LPI antagonism	GPR55 activation	GPR35 arrestin U2OS	UTI89 phage lysis	SIAH1 antagonists	AID2073	HIV peptide binding	others
O=C(NC1CCCC1)C1CCN(S(=O)(=O)c2ccccc2)CC1	0.3	44	-6.2%	4.9%	0.5%	4.6%	0.5%	5.2%	-2.9%	0.1%
c1ccc(CSc2nnc(-c3ccco3)o2)cc1	-0.7	59	3.8%	-1.1%	-0.2%	3.9%	-0.4%	0.3%	-3.2%	-0.1%
Cc1ccc2c(C)nc(NC3=NCN(Cc4ccccc4)CN3)nc2c1	/	/	/	3.6%	-0.2%	7.6%	/	0.9%	27.5%	-1.7%
O=C(NN1C(=O)/C(=C/c2cccnc2)SC1=S)C(c1ccccc1)c1ccccc1	4.6	77	4.1%	23.9%	-0.1%	12.9%	2.0%	5.0%	-8.8%	1.6%
CC(=O)C1=C(C)N(Cc2ccccc2)C(=O)N[C@H]1c1cccs1	-1.8	96	1.2%	10.5%	0.1%	-19.4%	0.3%	4.8%	-5.3%	0.5%
CCCC(=Nc1ccc(N)cc1)C1=C(O)C(C(=O)OC)C(C)(C)CC1=O (stereo unspecified)	1.1	61	35.6%	-0.1%	0.2%	-2.9%	-0.2%	8.3%	-25.5%	7.8%
COc1ccc(S(=O)(=O)Nc2cc(SCC(=O)O)c(O)c3ccccc23)cc1	-0.6	97	7.22µM*	-14.6%	-0.1%	-1.5%	0.1%	-1.5%	9.9%	18.5%
COc1ccc(CCNC(=O)CCN2C(=O)c3ccccc3C2=O)cc1OC	0.1	82	/	-7.4%	-0.1%	-10.3%	/	0.3%	-4.1%	0.4%
O=C(COc1ccc([N+](=O)[O-])cc1)N1CCc2ccccc2C1	-0.4	47	-6.6%	-2.3%	-0.1%	7.7%	-0.2%	-3.5%	9.5%	-1.0%	Dengue-2 NS5 capping pilot replicate=-1.8
O=C(c1ccco1)N1CCN(c2ccc(F)cc2)CC1	-1.1	67	-0.9%	-5.8%	-0.1%	-10.8%	-0.1%	3.8%	4.9%	-1.3%
NC(=O)c1ccc(N2CCCCC2)c(N2C(=O)C3C4C=CC(C4)C3C2=O)c1 (stereo unspecified)	-0.7	40	16.6%	/	0.6%	0.2%	0.2%	1.1%	-5.3%	0.7%
COCn1c(=O)c2c(nc(SC3=NCCS3)n2Cc2ccccc2C)n(COC)c1=O	6.3	59	-1.4%	15.3%	0.7%	-9.9%	0.7%	-2.2%	7.9%	-2.7%
OCCN1CCN(Cc2cc(Br)cc(Br)c2O)CC1	1.2	76	-5.6%	-10.6%	-0.2%	2.6%	0.9%	5.5%	5.4%	3.3%
CCOC(=O)c1sc(NN=C(C(=O)OC)C(=O)OC)c(C(=O)OCC)c1C	13.3	34	5.8%	-4.0%	-0.1%	17.4%	5.7%	-3.7%	-0.3%	1.5%
CC(=O)c1ccc(Sc2ccccc2)c([N+](=O)[O-])c1	-1.1	26	3.1%	0.5%	-0.1%	5.3%	-0.5%	13.8%	3.1%	-0.4%
O=C(Nc1ccnc(=O)[nH]1)c1sc2ccccc2c1Cl	-0.1	38	-9.5%	5.4%	0.0%	-5.1%	-0.2%	16.9%	6.0%	1.4%
CCOC(=O)CN1C(=O)C(Sc2n[nH]c(-c3ccc(O)cc3)n2)CCc2ccccc21 (stereo unspecified)	1.1	56	-10.7%	7.8%	0.0%	4.1%	-0.4%	-3.8%	1.7%	0.5%
CC(=O)Nc1ccc(S(=O)(=O)NCC(=O)OCC(=O)NC(=O)c2cccn2C)cc1	1.5	73	1.6%	4.4%	-1.9%	-2.9%	0.1%	-1.5%	7.8%	0.6%
Cc1oc2cc(O)ccc2c(=O)c1Oc1ccc(F)cc1	0.1	94	5.3%	10.3%	-0.1%	-4.3%	0.1%	9.4%	35.2%	-0.5%
CCn1c(SC(C)C(=O)Nc2nnc(C)s2)nnc1-c1ccco1 (stereo unspecified)	-0.6	47	-4.1%	11.3%	0.3%	17.1%	-0.1%	2.0%	14.5%	-0.3%
CCC(=O)Nc1nnc(/C=C/c2ccccc2)s1	0.6	90	-6.8%	6.3%	-0.2%	-9.8%	-0.1%	1.2%	11.7%	-2.4%
CCOc1ccccc1NC(=O)Nc1ccc2c(c1)OCO2	0.4	66	-2.9%	-0.4%	-0.2%	-16.5%	-0.7%[50 µM]	-0.9%	0.1%	-1.5%
CN(C(=O)c1ccc(S(=O)(=O)c2cccc(Cl)c2)c([N+](=O)[O-])c1)C1CCCCC1	6.1	54	-1.3%	21.7%	0.6%	-6.0%	2.4%[50 µM]	2.6%	2.4%	-1.7%
Cc1cccc(C)c1NC(=O)CNc1ncnc2sc(C)c(C)c12	-1.3	74	0.4%	-2.2%	-0.1%	-5.2%	0.6%	12.2%	-3.9%	-0.2%
CCCc1nnc(NC(=O)c2ccc([N+](=O)[O-])cc2)s1	2.1	40	-4.6%	2.6%	0.2%	-9.4%	0.8%[50 µM]	8.0%	-5.1%	3.1%
SMILES	NTR1 ag	NTR1 ag cell count 20 µM	Dengue-2 NS5 capping	GPR55 LPI antagonism	GPR55 activation	GPR35 arrestin U2OS	UTI89 phage lysis	SIAH1 antagonists	AID2073	HIV peptide binding	others
COc1ccc(Nc2ccc(S(=O)(=O)N3CCCCCC3)cc2[N+](=O)[O-])cc1	0.9	65	3.2%	4.9%	0.3%	-6.4%	0.3%	-2.2%	6.6%	-2.2%
Cc1ccc2c(c1)N(C(=O)CCC(=O)N1CCCCC1)CCO2	-1.1	99	-2.8%	3.0%	0.6%	19.0%	9.1%	-1.4%	-3.5%	-1.5%
O=C(Nc1cccc(-c2cccc(F)c2)c1)C1CCN(C2CCC2)CC1	-0.1	49	-10.8%	12.4%	-0.2%	1.6%	0.5%	0.4%	3.2%	-1.5%
CC(NC(=O)/C(=C/c1ccc(OC(F)F)cc1)c1ccccc1)c1ccccc1 (stereo unspecified)	8.7	83	-6.7%	39.3%	-0.2%	-6.2%	-0.4%[50 µM]	-0.8%	3.6%	1.5%
Clc1ccc(Oc2ccccc2)c2ncccc12	2.0	96	-5.9%	-7.7%	0.0%	9.3%	0.2%	7.0%	2.0%	2.9%
Cc1ccccc1N(C(=O)Cc1ccsc1)C(C(=O)NC1CCCCC1)c1ccc(F)cc1 (stereo unspecified)	0.8	47	-0.7%	9.2%	-0.1%	13.1%	0.4%	-2.7%	4.9%	-0.8%
CC1CC(C)CN(C(=O)Cn2c(=O)oc3cc(S(=O)(=O)N4CCCC4)ccc32)C1 (stereo unspecified)	0.2	55	-0.9%	-3.5%	-0.3%	-1.2%	0.2%	0.6%	?	-1.6%
Cc1[nH][nH]c(=O)c1C(c1ccc(-c2ccccc2C(=O)O)o1)c1c(C)[nH][nH]c1=O	/	/	39.0%	4.0%	0.2%	-8.4%	-0.3%	-1.7%	16.2%	8.6%
Cc1ccc(CC(CC(=O)O)C(=O)Nc2ccc(Cl)cc2)cc1 (stereo unspecified)	0.1	51	-2.0%	7.3%	-0.2%	-2.7%	-0.3%	-1.1%	1.9%	0.5%
COc1ccc(-c2nnn(CC(=O)N(Cc3ccco3)C(C(=O)NCC3CCCO3)c3ccco3)n2)cc1 (stereo unspecified)	-0.1	61	-6.5%	-0.7%	-0.3%	-0.8%	-0.4%	7.7%	-2.6%	8.5%
O=C(NCC1CCCCC1)c1cc(S(=O)(=O)N2CCCCC2)ccc1N1CCOCC1	-1.4	80	-0.8%	-6.5%	0.1%	-0.8%	0.1%	-2.3%	-6.2%	-0.7%
O=C(COC(=O)c1c(Cl)cccc1Cl)NCC1CCCO1 (stereo unspecified)	2.1	75	-0.7%	4.5%	-0.1%	-5.7%	-0.6%[50 µM]	0.1%	-7.5%	0.9%
Cc1c(Cl)cn2c(=O)cc(CN(C)Cc3nc4ccccc4c(=O)[nH]3)nc2c1Cl	1.3	52	/	-4.1%	0.2%	0.1%	/	1.3%	5.5%	0.0%
Cc1nn(C(C)C(=O)N2CCc3ccccc32)c(C)c1[N+](=O)[O-] (stereo unspecified)	0.3	64	-1.7%	19.6%	-0.1%	12.6%	3.5%	4.7%	-3.3%	1.3%
Cc1ccc(S(=O)(=O)Nc2cccc(C(=O)NCc3ccc(S(N)(=O)=O)cc3)c2)cc1	0.3	67	-4.8%	15.9%	0.2%	-16.0%	0.2%	10.8%	12.6%	2.4%
COc1ccc(-c2nnnn2-c2ccc(F)cc2F)cc1	0.9	58	-5.9%	3.3%	-0.1%	-14.1%	-0.3%	5.6%	2.4%	0.4%
CCN(C(=O)CCS(=O)(=O)c1cc2c(cc1Cl)NC(=O)CO2)c1ccccc1	-1.3	51	-7.2%	-8.8%	-0.3%	-6.5%	-2.6%	6.1%	-1.9%	0.2%
Cc1ccc2c(c1)c1c3n2CCN(CCC(=O)O)C3CCC1 (stereo unspecified)	-0.5	67	2.9%	5.2%	-0.2%	12.5%	0.1%	13.4%	-7.2%	-0.8%
CN(C)N1C(N)=C(C#N)C(c2ccsc2)C2=C1CC(C)(C)CC2=O (stereo unspecified)	1.1	46	0.0%	13.5%	-0.3%	-4.9%	11.5%	4.1%	-1.9%	1.6%
O=C(N/N=C/c1ccc(O)cc1O)C(=O)N/N=C/c1ccc(O)cc1O	-1.3	61	4.0%	-8.3%	-0.2%	-2.7%	0.0%	8.2%	23.7%	6.6%
Cc1ccc(S(=O)(=O)N(C)C)cc1NC(=S)NC(=O)C12CC3CC(CC(C3)C1)C2	4.5	50	-7.7%	8.8%	0.7%	2.8%	-6.1%	8.8%	-8.1%	-2.7%
CCOC(=O)c1cc(C#N)c(N2CCN(c3ccccn3)CC2)nc1-c1ccccc1	1.2	41	6.5%	7.3%	-0.1%	15.2%	0.8%	-3.4%	6.3%	0.3%
O=[N+]([O-])c1ccc(N2CCN(Cc3ccc([N+](=O)[O-])o3)CC2)cc1	0.6	65	-9.7%	18.4%	-0.1%	8.9%	-0.7%	3.8%	-4.8%	2.4%
O=C(NC1CCN(S(=O)(=O)c2ccc(Cl)cc2)CC1)C1CCCCC1	2.3	39	-3.3%	5.6%	-0.1%	17.2%	0.1%	1.3%	5.6%	1.3%
CCCCc1nc2ccccc2c(=O)n1NC(=O)c1c(O)c2cccc3c2n(c1=O)CC3	0.8	38	-6.9%	9.1%	0.2%	11.7%	0.3%	3.8%	17.1%	0.5%
